Screening results deposited in PubChem BioAssay by National Center for Advancing Translational Sciences (NCATS).
12-LOX inh – inhibitors of human 12S-lipoxygenase ALOX12; actives 1.1% (n = 580,000); purified 12hLO, xylenol orange hydroperoxide absorbance; Potency, µM (top dose mostly 108 µM), for inactives: at the top dose activity change, negative = inhibition, actives largely listed as inhibitors; active means well fitted inhibition curve with a large enough effect; inconclusive means small, poorly fitted or top-dose-only effect, or another doubt; inactive means no such curve, though single readings can be large or run the other way
Target sequence (P18054 whole entry, looked up): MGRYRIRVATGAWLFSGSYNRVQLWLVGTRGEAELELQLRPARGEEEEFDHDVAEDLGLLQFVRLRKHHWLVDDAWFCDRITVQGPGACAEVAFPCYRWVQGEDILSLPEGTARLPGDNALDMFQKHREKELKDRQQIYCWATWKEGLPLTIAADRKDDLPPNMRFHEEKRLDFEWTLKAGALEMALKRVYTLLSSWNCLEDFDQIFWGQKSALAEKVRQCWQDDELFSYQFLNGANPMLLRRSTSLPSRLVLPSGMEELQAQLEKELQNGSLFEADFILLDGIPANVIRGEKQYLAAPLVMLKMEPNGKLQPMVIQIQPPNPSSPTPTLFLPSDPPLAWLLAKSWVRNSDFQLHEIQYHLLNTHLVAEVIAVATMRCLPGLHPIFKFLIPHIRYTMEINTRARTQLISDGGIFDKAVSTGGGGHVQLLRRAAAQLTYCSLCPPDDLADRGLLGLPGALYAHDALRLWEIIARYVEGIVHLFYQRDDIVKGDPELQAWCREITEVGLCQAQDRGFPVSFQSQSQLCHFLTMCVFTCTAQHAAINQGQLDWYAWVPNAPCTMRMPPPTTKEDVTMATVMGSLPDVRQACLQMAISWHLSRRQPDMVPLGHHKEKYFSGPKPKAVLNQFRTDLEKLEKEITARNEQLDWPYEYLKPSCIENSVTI
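Purified human 12hLO (150 nM final) in 25 mM Hepes, 0.01% Triton X-100, pH 7.0 was preincubated 15 min at room temperature with compound. Then 40 uM arachidonic acid was added, 30 min. Hydroperoxide was read by Fe-XO absorbance ratio 573/405 nm.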
Numbers without * were called inactive; ? = inconclusive; [ ] = another dose, or the depositor's remark. On the % scale 0 is the no-effect control and ±100 the full control effect; potency means the concentration at half of the fitted maximal effect.

mol	12-LOX inh
COc1ccc(OCC2(C)COc3ccc(C(=O)Nc4ccccc4)cc3N2)cc1 (stereo unspecified)	-14.5%[176 µM]
Cc1cc(C(=O)N[C@H]2[C@H](O)[C@H](O)C[C@@H]2c2ccc(N3CCOCC3)nc2)nn1C	74.3%[activator][176 µM]
Cc1ccc(-n2c(C3CCN(C(=O)COc4ccc(Cl)cc4C)CC3)n[nH]c2=O)cc1	-0.2%
Cc1ccc(C)c(OCC(=O)N/N=C/c2c(C)nn(-c3ccccc3)c2Cl)c1	-0.2%
COc1ccc(Cl)cc1-c1ccc2c(c1)C(=O)N1CCN(C(=O)CSC)C[C@@H]1C(=O)N2	15.8%
COC[C@H]1NC(=O)CC[C@H]1C(=O)NCCc1ccccc1	16.4%
CNc1cc(C2CC(NS(=O)(=O)c3ccc(Cl)s3)C2)nc(N)n1 (stereo unspecified)	?
COCC(=O)N[C@H]1C[C@@H](c2nc(-c3ccncc3)no2)N(C)C1	18.8%[176 µM]
COc1ccc(Cn2c(C3CCN(C(=O)c4ccc5c(c4)OCO5)CC3)n[nH]c2=O)cc1	?
O=C(c1nccc2ccccc12)N1CCc2c(nc3cc(-c4ccccc4)[nH]n3c2=O)C1	11.4%
Cn1nnnc1C1CCCN(C(=O)c2ccc(F)cc2)C1 (stereo unspecified)	0.7%
CC#CCn1cc2c3c(cccc31)[C@H](CC(C)C)N[C@H](C(=O)N1CCN(C)CC1)C2	53.6%[activator][176 µM]
c1ccc(-c2nc(C3CCOCC3)no2)c(OC2CCN(C3CCCC3)C2)c1 (stereo unspecified)	67.0%[activator]
COc1nccnc1NC1CCN(C(=O)Cc2ccccc2F)CC1	20.8%
CCc1nc(C)c(C(=O)N2C[C@H]3CC[C@@H]2CN(C(=O)c2ccccc2)C3)s1	13.1%
COc1ncccc1-c1ccnc(-c2nnc(C)n2-c2ccccc2)c1	-6.0%[176 µM]
COCCN1CCCC1c1nc(C2CN(C(=O)c3ccccc3OC)C2)no1 (stereo unspecified)	-6.7%
CN(C)C[C@@H]1CN(Cc2ccccc2)C[C@H]1NC(=O)c1ccncn1	29.7%
CC(C)CCN1CCC(N2CCN(S(=O)(=O)c3ccc4c(c3)CCC4)CC2)C1=O (stereo unspecified)	-6.2%
COc1ccc(S(=O)(=O)N2CCn3nnc(CCC(=O)NC4CC4)c3C2)cc1	28.3%

The list goes on.
mol	12-LOX inh
CCn1ncc(N2CCC(NC(=O)CCC3CCCCC3)CC2)cc1=O	48.8%[activator]
COc1ccc2c(c1)CCC[C@]1(C)O[C@@H]1C(=O)c1ccccc1O2	?
OC(c1ccccc1)c1cn(C2CCN(Cc3cnc4ccccc4c3)CC2)nn1 (stereo unspecified)	13.5%
O=C(NCCc1c[nH]c2ccccc12)C1CC(=O)N(c2n[nH]c3cccc(F)c23)C1 (stereo unspecified)	13.6%
O=C(Nc1ccccc1)N1CCCC1c1nnc2n1CCNC2 (stereo unspecified)	6.0%[6.33 µM]
CCNc1ncc(C(=O)NC2CC(c3nnc(CO)n3CC)C2)cn1 (stereo unspecified)	25.6%
CO[C@H]1C(=O)N(C(C)C)[C@H]1C1CCN(C(=O)c2cccc(C#N)c2)CC1	23.1%
CC(=O)N1CCc2nn(CC(=O)Nc3cccc(F)c3)c(=O)cc2C1	70.6%[activator]
CC(=O)N1CCN(C(=O)C[C@@H]2c3nc(NC(=O)C(C)(C)C)sc3C[C@@H]3[C@](C)(CO)[C@H](O)CC[C@]32C)CC1	-10.8%
C=CCN1[C@H](Cc2ccccc2)COc2cccc(N3CCCC3)c2S1(=O)=O	5.6%
O=C1NCCCCCCN(C(=O)C2CC2)[C@H]2C[C@H](C(=O)N3CCc4ccccc4C3)C[C@@H]12	9.6%
CN(C)C(=O)c1ccc(OC2CCN(C(=O)c3cccc(Cl)c3)CC2)nc1	-1.2%
CC(=O)N1CC(CO)C2(CCN(Cc3c[nH]c4ccccc34)CC2)C1 (stereo unspecified)	16.7%
C[C@H]1CN(S(=O)(=O)C(C)(C)C)[C@H](CCO)/C1=C\CCO	-11.8%
CCCN1C(=O)NC(Cc2nc(-c3cccnn3)no2)C1=O (stereo unspecified)	14.5%
CCC(c1cccs1)N1C(=O)[C@H]2CN(S(=O)(=O)Cc3ccccc3)C[C@H]2C1=O (stereo partly specified)	-8.2%
Cc1noc(-c2ccco2)c1C(=O)NCc1cccc2ccccc12	5.6%
CCCCc1nn(CC(=O)N2CCC(n3nc(C)cc3C)C2)c(=O)n1CC (stereo unspecified)	39.4%[activator]
O=C(c1cnn2ccccc12)N1CCCC(c2nccn2Cc2ccncc2)C1 (stereo unspecified)	7.3%
CN1CCOC[C@H]1c1ncc(-c2cccc(F)c2)[nH]1	28.1%[176 µM]

Next section:
mol	12-LOX inh
CCN1c2cc(C(=O)NCc3cccc(F)c3)ccc2C(=O)N2CCCCCC21 (stereo unspecified)	?
CC(=O)N(C1CC1)C1CCOC2(CCN(C(=O)CCc3ccccc3)CC2)C1 (stereo unspecified)	34.0%[activator]
COCCn1ncc(N2CCCC(CC(=O)NCCc3ccccc3)C2)cc1=O (stereo unspecified)	28.2%
O=C(c1ccc(C(F)(F)F)cc1)N1CCC(Oc2ncccc2C(=O)N2CCCCC2)C1 (stereo unspecified)	46.1%[activator]
CCn1cc(C(=O)N[C@@H]2CN(S(C)(=O)=O)C[C@H]2CN(C)C)cn1	17.2%
O=C(NCc1ccncc1)C1CN(S(=O)(=O)c2cccnc2)CC12CCOCC2 (stereo unspecified)	88.3%[activator]
O=C(NCCc1cscn1)c1cccc(S(=O)(=O)NC[C@@H]2CCCO2)c1	40.6%
CC(C)C[C@H]1COc2cc(Br)ccc2S(=O)(=O)N1Cc1cn(Cc2ccc(C(F)(F)F)cc2)nn1	30.2%
Cc1cc(C(=O)N[C@H]2CCOC[C@H]2C2CCOCC2)ccc1N1CCOCC1	28.2%
CCN1C(=O)COC[C@@H]1[C@H](O)c1ccc(NC(=O)c2cccnc2)cc1	87.7%[activator][176 µM]
COCCN1CCC2(CCC1=O)CCN(C(=O)C1CCOCC1)CC2	28.6%
COC1CCOC2(CCN(C(=O)Cc3c(C)noc3C)CC2)C1 (stereo unspecified)	36.3%[activator]
COc1ccc(S(=O)(=O)N2CCc3c(C(=O)NCc4ccccn4)cccc32)cc1	48.5%[activator]
Cc1noc([C@@H]2CN(Cc3ccccc3OC(F)(F)F)C[C@H]2CO)n1	46.1%[activator]
Cc1ccc(C(=O)NC2CCN(c3cc(-c4ccc(F)cc4)[nH]n3)C2)cc1C (stereo unspecified)	0.6%
COc1ccccc1OCc1cc(C(=O)NCC2COCCO2)n[nH]1 (stereo unspecified)	87.9%[activator]
CN(C)C[C@@H]1CN(c2ncccn2)C[C@H]1NC(=O)CCc1ccccc1	45.8%[activator]
COc1cc(-c2ccnc3nc(CCc4ccccc4)nn23)cc(OC)c1OC	36.6%
O=C(c1ccsc1)N1CC(Oc2ccc(-c3nc(-c4ccccc4)no3)cc2)C1	0.8%
Cn1ccnc1C(=O)N1CCCCCCn2c(nnc2-c2ccc(F)cc2)CC1	38.9%

Later entries:
mol	12-LOX inh
COc1ccc(OC)c(NC(=O)Cn2c(=O)c(-c3noc(C)n3)c3n(c2=O)CCCC3)c1	38.1%[activator]
CCOCCOC1CCN(C(=O)c2c[nH]c3ccccc23)CC1	33.5%
Cc1cn(CCn2ccnc2-c2cccc(C(C)N(C)C)c2)nn1 (stereo unspecified)	2.7%
CC(C)Cc1nc2nccc(-c3ccccn3)n2n1	33.7%[activator]
Cn1nc(-c2ccccc2)cc1C(=O)N1CCNCC(O)C1 (stereo unspecified)	46.1%
O=C(O)c1ccccc1-n1nc(-c2ccncc2)nc1CN1CCCCC1=O	7.8%
CCNC(=O)[C@@H]1C[C@H](N)CN1C(=O)c1c(C)nc2sccn12	4.6%
Cc1cc(NCCc2c[nH]c3ccccc23)ccc1Nc1cccnc1	-28.2%
COCCN1CC2(CCCN(Cc3ccccc3OC)C2)CCC1=O (stereo unspecified)	41.0%[activator]
Cc1noc(-c2ccc(N3CCN(C/C=C/c4ccccc4)CC3)nc2)n1	64.5%
O=C(NCc1ccccc1)[C@H]1CCCN1C(=O)[C@@H]1CCCN1C(=O)c1ccc(Cl)cc1Cl	-15.5%
COCc1nc(CCN)no1	31.0%[activator]
Cc1ccccc1[C@H]1C[C@@H](O)[C@@H](O)[C@@H]1NCC(C)(C)O	-6.8%[176 µM]
COC[C@@H]1CN(S(=O)(=O)c2ccc(C)cc2)C[C@H]1c1ccncc1	?
Cc1nonc1OCCn1cc(-c2ccc(CO)o2)nn1	5.4%
COCCNc1ncc(-c2ccc(OC)c(OC)c2)c2c1OCC2	17.1%[176 µM]
Cc1ccc(-c2cc3c(=O)n(CCNC(=O)Cc4cccc(F)c4)ccn3n2)cc1C	-4.8%
COC(=O)[C@H](NC(=O)[C@@H]1[C@@H](NC(=O)Nc2cccc(OC)c2)CCN1C(=O)c1cnccn1)C(C)C	11.7%
CSCC[C@@H]1NC(=O)c2cc(NC(=O)Cc3ccc4c(c3)OCC4)ccc2NC1=O	?
CCOc1ccc(-c2noc(-c3nc(C)no3)n2)cc1	46.4%[activator]

More results
mol	12-LOX inh
CC(C)CNC(=O)c1csc(-c2cccc(OC(C)C)c2)n1	34.6%[activator]
Cn1nc(-c2nncn2CC2CC2)c2c1CCNC2	-10.7%
Cc1cc(C(=O)N2CCC3(CC2)CC(N(Cc2ccc(F)cc2)C2CC2)CCO3)n(C)n1 (stereo unspecified)	14.9%
CC(C)CS(=O)(=O)Nc1ccc([C@H]2OCC(=O)N(Cc3ccc(F)cc3)[C@@H]2CO)cc1	?
NCc1ccccc1-c1ccccc1F	2.4%[12.5 µM]
CCn1ncc(CN2CCn3c(nnc3[C@@H]3C[C@@H](O)CN3Cc3cccnc3)C2)c1C	22.7%
c1cc(-c2nc3c(c(NCCCn4ccnc4)n2)CCNCC3)ccn1	11.5%
O=C(NC1CCCN(c2cc(-c3ccccc3)[nH]n2)C1)c1ccccc1 (stereo unspecified)	51.6%[activator]
CCC(CC)C(=O)NC1CCN(c2cnn(C)c(=O)c2)CC1	25.7%
COCCN1C(=O)c2ccccc2C(C(=O)Nc2nncs2)C12CCCC2 (stereo unspecified)	39.7%[activator]
CC(C(=O)N1CCCN(S(=O)(=O)c2ccccc2)CCC(=O)NCC1)c1ccccc1 (stereo unspecified)	2.0%
CN(C)c1ccc(CNC2(Cc3cc(-c4ccccc4)on3)COC2)cc1	-24.6%[176 µM]
O=C(C1CCCO1)N1CCc2c(n(Cc3cccnc3)n(-c3ccccc3)c2=O)C1 (stereo unspecified)	-10.1%[176 µM]
CC(C)CCN1C(=O)N(CCCc2ccncc2)C(=O)C12CCN(CC1=CC[C@H]3C[C@@H]1C3(C)C)CC2	60.0%[activator]
O=C1[C@H]2CN(Cc3cccc(Cl)c3F)C[C@H]2C(=O)N1CCc1ccccc1	-0.8%
COc1ccc(C2Cn3cnc(C(=O)N4CCC(C(=O)NCC5CCCCC5)CC4)c3CO2)cc1 (stereo unspecified)	10.1%
O=C(Nc1cccnc1)[C@@H]1C[C@@H](c2ccc(F)cc2)N([S+](=O)([O-])c2ccccc2)C1	10.5%[176 µM]
CC(C)NC(=O)N1CCNc2cnc(Nc3cccc(F)c3)nc2C1	11.8%[176 µM]
COCC1CN(C2CCC2)CC12CCN(C(=O)CC1CCCC1)CC2 (stereo unspecified)	62.0%[activator]
FC(F)(F)c1ccc(CN2CCCC3(CC(c4cccnc4)=NO3)C2)cc1 (stereo unspecified)	?

Further compounds:
mol	12-LOX inh
Cc1c(-c2ccccc2F)[nH]c2ccc(CNC(=O)C3CCCN(C(N)=O)C3)cc12 (stereo unspecified)	25.8%
O=C1CCN(S(=O)(=O)c2ccccc2)CCCN(C(=O)c2cccnc2)CCN1	22.4%
C#CCNC(=O)CC[C@H]1CNC(=O)[C@@H]2[C@@H](CCN2Cc2ccc(C(F)(F)F)cc2)N1C	60.0%[activator]
Cc1onc(C(=O)NC2CCc3n[nH]c(=O)n3CC2)c1COc1ccccc1 (stereo unspecified)	17.7%
CN1CCCCC12Cc1ccccc1CN(C(=O)C1CCCC1)C2 (stereo unspecified)	12.7%[6.33 µM]
CCN1C(=O)Cc2cc(C(=O)Nc3ccc(F)cc3)ccc21	22.5%

Some of the compounds tested. The share of hits here may be higher or lower than overall.
